tim10-1 inh: tim10-1 yeast growth inhibition. inhibition, % at 20 µM. S. cerevisiae tim10-1 ts strain growth, BacTiter-Glo, 24 h. 330,000 compounds, 2.2% hits. AID 463190;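 active means inhibition of at least 40%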;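 further: mutant grown at 25 °C; 0% = DMSO wells with yeast and 100% = wells holding no yeast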
APOBEC3G inh: APOBEC3G (human) deaminase inhibition; inhibition, % at 20 µM; Q9HC16; recombinant A3G, ssDNA deamination FAM/TAMRA fluorescence; 330,000 compounds, 0.28% hits;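 active means inhibition of at least 40% at 20 µM, with no more than 30% in the related APOBEC3A deaminase screen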;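 further: plate controls were DMSO wells with A3G for no effect and wells lacking A3G enzyme for full effect; some compounds called inactive have numbers as strong as hits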
Target sequence (Q9HC16 whole entry, looked up): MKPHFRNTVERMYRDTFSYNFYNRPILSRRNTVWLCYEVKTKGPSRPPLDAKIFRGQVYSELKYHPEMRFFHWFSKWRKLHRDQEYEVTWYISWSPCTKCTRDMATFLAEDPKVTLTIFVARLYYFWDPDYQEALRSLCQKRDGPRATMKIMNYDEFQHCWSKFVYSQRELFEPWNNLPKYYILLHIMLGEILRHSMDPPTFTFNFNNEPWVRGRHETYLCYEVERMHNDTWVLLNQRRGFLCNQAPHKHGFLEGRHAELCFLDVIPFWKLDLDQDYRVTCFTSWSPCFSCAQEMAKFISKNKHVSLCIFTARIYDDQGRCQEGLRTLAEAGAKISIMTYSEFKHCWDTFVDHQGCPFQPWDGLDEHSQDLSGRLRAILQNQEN
MIN6 prolif: induces beta-cell replication in MIN6 cells | MIN6 cells proliferation, ATPlite luminescence, 48 h; cells starved in 0.2% serum; 100% = growth in 10% serum | proliferation, % at 10 µM | 330,000 compounds, 0.29% hits;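 active means compounds whose signal lies at least 3.5 SD above the mean of all wells on their plate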;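 further: 0% = DMSO-treated cells in low-serum medium and 100% = 10% serum control; some compounds called inactive have numbers as strong as hits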
TIM10 inh: growth inhibitors of TIM10 yeast strain; 330,000 compounds, 1.4% hits; S. cerevisiae TIM10 strain growth, BacTiter-Glo luminescence, 24 h; inhibition, % at 10 µM;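 active means inhibition of 40% or more at the single tested concentration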;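 further: wild-type TIM10 isogenic control strain grown at permissive 25 °C; 0% = DMSO yeast wells and 100% = minimal medium wells without yeast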
mIAP inh: blocks mouse intestinal alkaline phosphatase. purified mouse IAP, CDP-Star luminescence, 30 min. 330,000 compounds, 0.2% hits. inhibition, % at 10 µM;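 active means inhibition of at least 40% at 10 µM in the primary screen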;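 further: plate controls were DMSO with enzyme for no effect and no enzyme wells for full effect; values of inactives mirror those of a sister screen read the other way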
APOBEC3A inh: blocks human APOBEC3A ssDNA deamination; P31941; recombinant A3A, FAM/TAMRA ssDNA deamination fluorescence; inhibition, % at 20 µM; 330,000 compounds, 0.41% hits; AID 493011;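 active means at least 40% inhibition at 20 µM here, with at most 30% in a related deaminase screen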;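 further: plate controls were A3A with DMSO for no effect and wells lacking A3A enzyme for full effect; some results filed as inactive read as strong as hits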
Target sequence (P31941 whole entry, looked up): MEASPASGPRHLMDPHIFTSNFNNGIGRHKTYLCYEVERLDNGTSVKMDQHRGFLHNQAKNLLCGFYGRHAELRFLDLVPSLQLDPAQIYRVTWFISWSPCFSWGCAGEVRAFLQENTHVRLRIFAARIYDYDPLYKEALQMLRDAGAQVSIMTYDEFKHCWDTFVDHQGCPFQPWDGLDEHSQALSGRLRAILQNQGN
mIAP activ: increases mouse intestinal alkaline phosphatase activity | muIAP, CDP-Star luminescence, 30 min; hits give high values; 1 = vehicle-only enzyme signal, 0 = enzyme-free wells | activation factor at 10 µM | 330,000 compounds, 0.24% hits | AID 2805;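 active means activation factor of at least 2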; further: the source names both 10 and 20 µM as test concentration; values of inactives mirror those of a sister screen read the other way
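System: mouse IAP enzyme. Reagent: CDP-Star chemiluminescent phosphatase substrate. Benchmarks: DMSO wells, no-enzyme wells. Times: 30 min enzyme-substrate-compound incubation at room temperature. Detection: luminescence from enzymatic CDP-Star hydrolysis. Doses: test compounds delivered from DMSO solution.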
hIAP block: blocks human intestinal alkaline phosphatase | AID 2544 | P09923 | 330,000 compounds, 0.12% hits | inhibition, % at 10 µM | purified IAP, CDP-Star luminescence, 30 min;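 active means inhibition reaching a set limit with compound at 10 µM in the primary screen, cut at about 35% in these data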;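 further: plate controls were DMSO wells with enzyme for no effect and no-enzyme buffer wells for full effect; values of inactives mirror those of a sister screen read the other way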
NLRP3 yeast inh: NALP3 inhibition in yeast; AID 2825; inhibition, % at 10 µM; 330,000 compounds, 0.39% hits; Yeast reconstituted NLRP3/ASC/caspase-1, beta-gal luminescence, 24 h;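 active means inhibition of 50% or more; inactive means inhibition below 50%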;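 further: plate controls were induced DMSO wells for no effect and uninduced yeast grown without galactose for full effect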
An asterisk follows results filed as active.

Values run as follows: tim10-1 inh | APOBEC3G inh | MIN6 prolif | TIM10 inh | mIAP inh | APOBEC3A inh | mIAP activ | hIAP block | NLRP3 yeast inh
> O=C(O)c1[nH]c2ccccc2c1C=NCc1ccccc1Cl
  2 | -4 | 2 | 0 | -2 | 5 | 1 | 12 | 7
> Cn1c2ccccc2c2c(C(=O)NCc3ccco3)cn(C3CCCCC3)c(=O)c21
  18 | -3 | -1 | 30 | -6 | -3 | 1.1 | 0 | 4
> COc1cccc(-c2cc(C(=O)Nn3cnnc3)c3ccccc3n2)c1
  -2 | 1 | -4 | 10 | -2 | 4 | 1 | -1 | 15
> CC1(C)SC(=S)N(/N=C/c2cccnc2)C1N(O)C(=O)NC1CCCCC1 (stereo not given)
  -8 | -5 | -1 | -6 | -1 | 2 | 1 | 5 | -12
> CC1CCC2(CC1)NC(=O)N(CC(=O)Nc1ccc(F)cc1)C2=O (stereo not given)
  -5 | -4 | -2 | -7 | 11 | -2 | 0.89 | -16 | -7
> CCC1ON(c2ccccc2)C2c3nc4ccccc4n3CC12 (stereo not given)
  -2 | -7 | 4 | -4 | -4 | 1 | 1 | 7 | 19
> Nc1ccc(NS(=O)(=O)c2ccccc2)cc1
  4 | -1 | -2 | 3 | -10 | 1 | 1.1 | -21 | 5
> CCOc1ccc(C(=O)OCC(=O)NCC2CCCO2)cc1 (stereo not given)
  -14 | -1 | -3 | -5 | 10 | 0 | 0.9 | -5 | 16
> CCc1nc(SCC(=O)Nc2ccccc2C)n[nH]1
  -16 | -3 | 4 | 3 | -4 | 0 | 1 | -25 | 5
> Cc1occc1C(=O)NNC(=O)NC12CC3CC(CC(C3)C1)C2
  8 | 4 | -1 | -4 | -13 | 2 | 1.1 | -9 | 5
> COc1ccc(CNC(=O)CCS(=O)(=O)c2cc3c(cc2Cl)NC(=O)CO3)cc1
  0 | -3 | 0 | 9 | 0 | 0 | 1 | -12 | 17
> Cc1nc(C)c(C(=O)NNC(=O)c2ccc(Br)cc2)s1
  2 | 1 | -1 | -8 | 5 | 2 | 0.95 | -5 | 23
> O=C(O)c1ccc(/C=C/c2ccc3cccc(O)c3n2)cc1
  18 | -2 | -2 | 15 | 5 | 4 | 0.95 | -34 | 19
> CC(C)N1CCN(Cc2ccc(OC3CCCC3)cc2)CC1CCO (stereo not given)
  -10 | -5 | -3 | -15 | 9 | -3 | 0.91 | -17 | 2
> CC(=O)Nc1nc(CC(C)C)cc(-c2ccco2)c1C#N
  16 | 16 | -1 | -8 | 0 | 40* | 0.99 | 3 | 7
> O=C(NNc1ccccc1C(F)(F)F)c1cccs1
  -2 | -2 | -2 | -15 | -4 | -6 | 1 | -28 | 27
> O=C(O)c1cc2ccc3ccccc3c2[nH]1
  -5 | -5 | -1 | 5 | 19 | -1 | 0.81 | 10 | 16
> Fc1cccc2sc(Nc3nnc(-c4ccccc4)o3)nc12
  1 | -5 | -6 | 6 | 27 | 2 | 0.73 | -20 | 5
> CCC(C)c1ccccc1OCCOCCN1CCCC1 (stereo not given)
  13 | -3 | 0 | -4 | 1 | 1 | 0.99 | 19 | 10
> O=C(C1CCCN(Cc2nc(-c3cccs3)no2)C1)N1CCOCC1 (stereo not given)
  -2 | -1 | 2 | -22 | 4 | 5 | 0.96 | 6 | 19

Shown tab-delimited: part of the list above
Structure	tim10-1 inh	APOBEC3G inh	MIN6 prolif	TIM10 inh	mIAP inh	APOBEC3A inh	mIAP activ	hIAP block	NLRP3 yeast inh
O=C(O)c1cc2ccc3ccccc3c2[nH]1	-5	-5	-1	5	19	-1	0.81	10	16
Fc1cccc2sc(Nc3nnc(-c4ccccc4)o3)nc12	1	-5	-6	6	27	2	0.73	-20	5

Remaining list, next part.
Values run as follows: tim10-1 inh | APOBEC3G inh | MIN6 prolif | TIM10 inh | mIAP inh | APOBEC3A inh | mIAP activ | hIAP block | NLRP3 yeast inh
> Cc1ccc(F)cc1NC(=O)CN1C(=O)NC(C)(c2ccc3c(c2)OCCO3)C1=O (stereo not given)
  6 | -7 | -5 | 1 | -2 | -3 | 1 | 9 | 8
> O=[N+]([O-])c1cccc(CN2CCC(Cc3ccccc3)CC2)c1
  2 | -9 | -1 | -10 | 4 | -6 | 0.96 | -1 | 29
> CC(C)OCCCn1c(SC(C)C(=O)NCC2CCCO2)nc2cc(Cl)ccc2c1=O (stereo not given)
  9 | -4 | 3 | 1 | 1 | 0 | 0.99 | 6 | 14
> Nc1nc(NCCCN2CCOCC2)nc(Nc2ccccc2)c1[N+](=O)[O-]
  14 | -4 | 0 | -59 | 2 | -3 | 0.98 | -2 | 1
> CC(=O)c1ccc(N2CCN(C(=O)C3CCCN(S(=O)(=O)c4c(C)[nH]c(=O)[nH]c4=O)C3)CC2)cc1 (stereo not given)
  15 | -6 | -2 | 18 | -1 | 5 | 1 | -11 | 6
> O=C(CCCOc1ccccc1)Nc1nc2ccccc2[nH]1
  11 | -5 | -1 | 16 | 13 | -1 | 0.87 | -42 | -3
> c1ccc(-c2nnc(N3CCCC3)nc2-c2ccccc2)cc1
  32 | -10 | 5 | 17 | 10 | -3 | 0.9 | 16 | -57
> COc1cc(C(=O)NCCC2=CCCCC2)ccc1OC1CCN(C(C)=O)CC1
  9 | -6 | 0 | 10 | 0 | -2 | 1 | -5 | 12
> Cc1nn(Cc2ccc(C(=O)Nc3nc4c(C)cccc4s3)o2)c(C)c1Br
  30 | -4 | -7 | 25 | 2 | -3 | 0.98 | 10 | -8
> CC1CCN(CCCNS(=O)(=O)c2cc(Br)cc3c2N(C(=O)C2CC2)CC3)CC1
  3 | -10 | 4 | -12 | 3 | -3 | 0.97 | -7 | 6
> Cc1c(F)cccc1NS(=O)(=O)c1ccc(OCCNS(C)(=O)=O)cc1
  9 | -3 | -2 | 8 | -2 | -2 | 1 | -1 | 7
> COC(=O)Cn1cc(C(=O)OC)c2ccccc21
  6 | 14 | 0 | -2 | -10 | 38 | 1.1 | 8 | 12
> O=C(CC1Oc2ccccc2NC1=O)NCc1ccc(Cl)cc1 (stereo not given)
  -25 | -7 | 0 | -4 | -5 | -2 | 1.1 | -7 | -5
> O=S(=O)(NCc1cc(-c2ccc(Cl)cc2)no1)c1ccccc1
  17 | -3 | -2 | -2 | -10 | 2 | 1.1 | 8 | 13
> CCOC(=O)c1cc(S(=O)(=O)N2CC(C)CC(C)C2)cn1C (stereo not given)
  23 | -8 | 2 | 12 | 3 | -4 | 0.97 | 11 | 19
> Cc1cc(=O)c(C(=O)O)nn1-c1ccc(Cl)cc1
  4 | 2 | -1 | -16 | -7 | 1 | 1.1 | -7 | -2
> O=C(COc1ccc2ccccc2c1Br)NC(=S)Nc1cccc(CO)c1
  4 | -4 | -4 | 1 | -3 | -3 | 1 | -19 | -5
> O=C(NCc1ccc(F)cc1)C1CCN(C(=O)Nc2ccc(F)cc2)CC1
  7 | -9 | -1 | -14 | -7 | -4 | 1.1 | 3 | 11
> Cc1cccc(N2N=C(C(=O)O)CCC2=O)c1
  30 | -3 | -2 | 18 | 9 | -2 | 0.91 | -9 | 13
> O=C(N/N=C/c1cn(-c2ccccc2)nc1-c1cc2ccccc2o1)c1c[nH]c2ccccc12
  2 | -5 | -4 | -12 | 0 | -2 | 1 | 3 | 20
> NC(=O)CCn1c(C(=O)c2ccc(Cl)cc2)c2ccccc2[n+]1[O-]
  -7 | -11 | 5 | 0 | 4 | -2 | 0.95 | 8 | 21
> Cc1ccc2c(CN(C)Cc3cccc(F)c3)cc(=O)oc2c1C
  -7 | -6 | 2 | -11 | 8 | -1 | 0.92 | 26 | 31
> COc1ccc(C)cc1NC(=O)COC(=O)c1ccc2ccccc2n1
  13 | -6 | 1 | 11 | -5 | -2 | 1.1 | 5 | 15
> CCSc1nnc(NC(=O)C2Cc3ccccc3CN2S(=O)(=O)CC)s1 (stereo not given)
  39 | -4 | -1 | -8 | 6 | -1 | 0.94 | 14 | -4
> CSCC[C@H](NC(=O)CCCn1nnc2ccccc2c1=O)C(=O)O
  -2 | 1 | -2 | 10 | 5 | 3 | 0.95 | -5 | 6
> Cc1c(NS(=O)(=O)c2cccc(C(=O)NCc3ccncc3)c2)c(=O)n(-c2ccccc2)n1C
  -6 | -10 | 5 | -9 | -8 | -8 | 1.1 | -19 | 5
> Cc1nc(NC(=O)c2cccnc2Cl)sc1C
  2 | -3 | -3 | 14 | 1 | -3 | 0.99 | 4 | -4
> CC(C)c1nc(Cl)c(C#N)c2c1COC(C)(C)C2
  14 | -8 | 3 | 22 | 0 | -2 | 1 | 6 | -56
> CCOC(=O)C1CCCN(C(=O)CSc2nnnn2C)C1 (stereo not given)
  -2 | -1 | 0 | 8 | 8 | 4 | 0.93 | -8 | 8
> CCCC(=O)Nc1ccc(-c2ccc(NC(=O)CCC)cc2)cc1
  11 | -2 | 0 | -9 | -5 | 2 | 1 | -7 | 7
> CN(C)S(=O)(=O)c1ccc2oc(SCC(=O)NCC(F)(F)F)nc2c1
  -1 | -6 | 1 | -5 | -5 | 0 | 1 | 12 | 22
> O=C(CNC1CCCCC1)Nc1ccc(Cl)cc1
  -13 | -7 | -1 | -4 | 0 | -2 | 1 | -13 | 21
> Cc1cn(C(=O)C(C)N2C(=O)c3ccccc3C2=O)c(C)n1 (stereo not given)
  8 | -1 | -3 | 7 | -6 | -1 | 1.1 | 12 | -24
> Cc1cc(N)ccc1-c1cc2ccccc2oc1=O
  24 | -1 | -3 | -1 | -3 | -1 | 1 | -8 | 10
> Cc1cc(NC(=O)CSCC(=O)N2CCN(c3ccccc3)CC2)no1
  19 | -8 | 0 | 3 | 4 | -5 | 0.96 | -14 | 6
> O=C(COc1ccccc1F)NCCc1ccc2c(c1)OCCO2
  4 | -8 | -1 | -17 | -3 | -4 | 1 | 6 | 19
> COc1ccccc1CCNC(=O)CCn1c(=O)c2cccn2c2ccc(F)cc21
  33 | -6 | 6 | -5 | 2 | -7 | 0.98 | 1 | 10
> Cc1csc2ncc(C(=O)NCc3ccco3)c(=O)n12
  9 | 4 | -1 | -10 | 0 | 11 | 0.99 | 4 | 2
> COc1ccc(N(C)S(=O)(=O)c2cccc(C(=O)OC(C)C(=O)NC3CCCCC3C)c2)cc1 (stereo not given)
  9 | -10 | 5 | 21 | 10 | -2 | 0.9 | 4 | 8
> CCc1nc2ccccc2c(C(=O)OCC(=O)N2CC(C)OC(C)C2)c1C (stereo not given)
  9 | -6 | 8 | 5 | 6 | -1 | 0.94 | -4 | -11
> Cc1cc([N+](=O)[O-])ccc1NC(=O)C(C)N1CCN(c2ccccn2)CC1 (stereo not given)
  12 | -5 | 2 | -14 | -1 | -2 | 1 | 1 | 19
> O=C(N/N=C1/C(=O)c2cccc3cccc1c23)c1ccc(Cl)cc1
  34 | 1 | -4 | 35 | 10 | 3 | 0.9 | -6 | 30
> O=C(C[C@H]1C/C=C\CC[C@H](Cc2ccc(F)cc2)C(=O)OC[C@H]2CCCN2C1=O)N[C@@H](CO)Cc1ccccc1
  14 | -8 | -3 | 2 | 11 | -4 | 0.89 | -9 | 9
> CCOc1ccccc1CNn1nnnc1N
  17 | -5 | -5 | -5 | 2 | -3 | 0.98 | 4 | -12
> NC(=O)c1ccc(NC(=O)CSc2nnc(C3CC3)n2C2CC2)cc1
  -12 | -3 | 0 | -2 | 0 | -1 | 1 | 5 | 5

Bioassay records as filed in PubChem BioAssay.

No enrichment for hits; overall some 4.6% were active at least once.
